# From PubChem
# DT40 TDP1 no CPT: qHTS for Inhibitors of human tyrosyl-DNA phosphodiesterase 1 (TDP1): qHTS in cells in absence of CPT. Potency, µM (titrated, usually from 46.2 µM), for inactives: at the highest dose activity change, negative = growth inhibition, actives largely listed as inhibitors. DT40 Tdp1-/- hTDP1 cells, no CPT, ATP luminescence, 48 h. 420,000 tested, 15% active; further: nearly all actives have a fitted effect of over 55% in size
#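 Compound effects on proliferation are scored in DT40 Tdp1-/-;hTDP1 cells in the absence of CPT. ATP levels (CellTiter-Glo luminescence) are recorded after a ≥48 hr, 37 °C incubation.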
# TDP1 cell CPT: growth inhibition of DT40 Tdp1-/-;hTDP1 cells with camptothecin (screen for TDP1 inhibitors). chicken DT40 Tdp1-/-;hTDP1 cells + 20 nM CPT, ATP luminescence, 48 h. Potency, µM (top dose mostly 46.2 µM), for the others: top-dose activity change, negative = growth inhibition, most hits filed as inhibitors. 420,000 tested, 12% active. AID 686979; further: nearly all actives have a fitted effect of over 55% in size
#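 Cell growth measured by CellTiter-Glo luminescence after a minimum 48 h, 37 C compound exposure with 20 nM CPT in Tdp1-knockout DT40 cells stably expressing hTDP1, seeded 400/well; qHTS titration format.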
# TDP1 block: TDP1 (human) enzyme inhibition | recombinant TDP1, AlphaScreen DNA substrate cleavage | Potency, µM (titrated, usually from 130 µM), without a hit: at the highest dose activity change, negative = inhibition, actives largely listed as inhibitors | 350,000 tested, 0.28% active | AID 485290; further: nearly all actives have a fitted effect of over 40% in size
# Target sequence (Q9NUW8 whole entry, looked up): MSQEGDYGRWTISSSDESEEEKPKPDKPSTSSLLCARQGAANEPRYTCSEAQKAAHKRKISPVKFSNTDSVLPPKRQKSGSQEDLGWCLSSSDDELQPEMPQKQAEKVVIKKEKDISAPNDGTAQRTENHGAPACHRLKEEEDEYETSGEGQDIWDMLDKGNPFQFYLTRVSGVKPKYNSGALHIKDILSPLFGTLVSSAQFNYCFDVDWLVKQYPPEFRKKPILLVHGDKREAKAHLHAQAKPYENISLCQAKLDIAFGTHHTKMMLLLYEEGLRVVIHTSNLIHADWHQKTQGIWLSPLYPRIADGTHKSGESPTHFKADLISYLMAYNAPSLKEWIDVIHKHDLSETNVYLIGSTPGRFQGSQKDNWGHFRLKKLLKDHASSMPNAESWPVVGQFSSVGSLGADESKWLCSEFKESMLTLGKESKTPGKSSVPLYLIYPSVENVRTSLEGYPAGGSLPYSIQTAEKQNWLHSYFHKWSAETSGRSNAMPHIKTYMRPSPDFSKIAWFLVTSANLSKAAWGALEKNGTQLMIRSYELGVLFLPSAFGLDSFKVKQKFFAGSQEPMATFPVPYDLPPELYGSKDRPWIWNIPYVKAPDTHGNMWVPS
#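 Here, a 5' biotin and 3' phosphotyrosine-FITC DNA oligonucleotide reports Tdp1 activity: intact substrate bridges AlphaScreen beads, while cleavage leaves a 3' phosphate and drops signal. All incubations at room temperature.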
# * marks the source's active call; other numbers are inactive results; ? = inconclusive; . = no result given; & = joins results of further samples; [ ] = remark or other dose. The call rests on the fitted dose curve; in most records, active means well fitted curve in the direction sought with a large enough effect; inconclusive means small, poorly fitted or top-dose-only effect, or another doubt; inactive means no such curve, though single readings can be large; an effect the other way counts as inactive or inconclusive. On the % scale 0 is the no-effect control and ±100 the full control effect; potency means the concentration at half of the fitted maximal effect.
# Fields: DT40 TDP1 no CPT | TDP1 cell CPT | TDP1 block
> COc1ccc(-c2cn3ccccc3n2)cc1OC
    ? | ? | 4.0%
> O=C(c1cccc(S(=O)(=O)Nc2ccc(F)cc2)c1)N1CCCC1
    -12.7% | -1.6% | 1.3%
> C=CCNC(=O)c1oc2ccc(S(=O)(=O)N3CCCCC3)cc2c1C
    -26.2% | -19.3% | 0.7%
> CCOC(=O)[C@]12CCCC=C1N(CCC1=CCCCC1)C(=O)[C@H](CC(=O)N1CCOCC1)C2
    16.4µM* | -80.8% | .
> CCOc1ccc(NC(=O)CN(C)C(=O)c2ccc(OCC(=O)N3CCOCC3)c(OC)c2)cc1OCC
    1.0% | 0.7% | .
> COC(=O)c1ccc(Oc2c(Cl)cccc2[N+](=O)[O-])cc1
    -20.0% | -24.6% | 5.8%
> CCCC(=O)Nc1cc2nn(-c3ccc(OC)cc3)nc2cc1C
    -7.4% | -13.7% | -4.0%[12.3 µM]
> CC(O)/C=C/c1cccc[n+]1C (configuration not stated)
    2.1% | -14.2% | -2.9%
> CCc1cccc2sc(NC(=O)c3ccc(N4C(=O)CCC4=O)cc3)nc12
    11.5% | -0.6% | -3.9%
> CC1CCCCN1CCCNC(=O)CN1C(=O)c2cccnc2Oc2ccccc21 (configuration not stated)
    27.2%&-0.1% | -11.3%&-1.5% | 2.9%&-2.5%
> Cc1ccc(C(=O)CN2C(=O)NC3(CCOc4ccccc43)C2=O)s1 (configuration not stated)
    ? | -10.5% | 0.4%[56.1 µM]
> C[C@@]1(C(=O)O)NCCc2cc(O)c(O)cc21
    10.6µM* | 10.6µM* | .
> Cc1cccc(CCN2C(N(C)C)=NC[C@@H]2C)c1
    ? | ? | -4.2%
> CC1(Cc2cccc(F)c2)C(=O)Nc2ccc(OC(F)(F)F)cc21 (configuration not stated)
    ? | ? | .
> O=P(COCCO)(c1ccccc1)c1ccccc1
    6.0% | 12.6% | 3.6%
> COC(=O)[C@]1(CC(C)C)N[C@H](c2ccc(SC3CCCCC3)cc2)[C@@H]2C(=O)N(C)C(=O)[C@@H]21
    23.1µM* | ? | 0.3%
> Cc1ccc(S(=O)(=O)NCc2ccc(C(=O)NCCN(Cc3ccccc3)C(C)C)cc2)cc1
    16.4µM* | ? | 3.7%
> C=CCNC(=O)CN1CCC(O)(c2ccc(F)cc2)CC1
    5.7% | 4.4% | 4.1%
> COc1cccc(NC(=O)CN(C)C(=O)Cc2n[nH]c(=O)c3ccccc23)c1
    0.3% | -9.0% | -6.0%
> COC(=O)CS(=O)(=O)c1ccc2c(c1)CC(=O)N2
    -10.6% | 8.7% | -2.8%
> CC(CCc1ccccc1)NC(=O)C(Cc1ccccc1)NS(=O)(=O)c1cccs1 (configuration not stated)
    -23.5% | -26.2% | 2.3%
> O=C(Nc1ccc(F)cc1)Oc1ccccc1N1CCOCC1
    -14.0% | 2.8% | -7.1%
> N#Cc1cccc(-c2nc(N3CCNCC3)c3ccccc3n2)c1
    18.4µM* | ? | -3.4%[56.1 µM]
> COc1ccccc1NC(=O)c1ccc2c(O)c(S(=O)(=O)c3ccccc3)c(=O)[nH]c2c1
    12.5% | -5.4% | 6.1%
> O=S1(=O)CCN2C(c3cccc4ccccc34)=CSC2=N1
    8.6% | 9.5% | 7.5%
> C/C(N)=C(/C#N)C(=O)COC(=O)c1cccc2ccccc12
    -19.2% | -12.2% | 5.5%
> O=C(Nc1ccc2nn(-c3ccccc3)nc2c1)c1cccs1
    -26.0% | -15.5% | 7.0%
> COc1cc(C(=O)n2nc(C)cc2C)ccc1O
    -2.0% | -10.4% | -4.7%
> COc1ccc(S(=O)(=O)NCc2ccccn2)cc1NC(=O)c1ccccc1
    4.11µM* | 4.61µM* | 10.9%
> Cc1cc(Oc2ccccc2)nc(NCc2ccccc2)n1
    20.6µM* | 11.6µM* | 4.4%
> O=c1c2ccccc2[nH]c(=S)n1Cc1ccccc1Cl
    -11.0% | 1.0% | .
> CCCCn1c(N)c(N(CCOC)C(=O)CSCc2cccc(C)c2)c(=O)[nH]c1=O
    -5.3% | -24.4% | 0.9%
> CCOc1ccccc1NC(=O)Cn1cnc2c(cnn2-c2ccc(C)c(C)c2)c1=O
    -8.1% | -10.2% | 0.9%
> C/C(=N\Nc1ccc(F)cc1F)c1ccc(Br)s1
    -23.0% | -19.8% | 7.7%
> Cc1cccc(NC(=O)CSc2nnc([C@@H](N)Cc3ccccc3)o2)c1C
    -17.8% | 8.0% | 6.8%
> Cc1nc2sc(C(c3cccc(F)c3)N3CCC(O)CC3)c(O)n2n1 (configuration not stated)
    -14.2% | -3.1% | 0.0%
> O=C(NN1S(=O)(=O)c2ccccc2S1(=O)=O)c1ccc(Br)cc1
    7.2% | -3.5% | 8.3%
> CC1=CC(=C2C(=O)c3ccccc3C2=O)C=C(C)O1
    ? | 10.3µM* | -2.5%
> O=C(NCc1nnc(SCC(=O)N2CCc3ccccc32)o1)c1ccco1
    16.6% | -20.2% | 3.5%
> O=C(Nc1sc2c(c1C(=O)O)CCCCC2)c1cccnc1
    -0.9% | -13.6% | .
> COC(=O)[C@@H](N)CS
    -4.4%&-58.2% | ? | 8.2%&2.1%
> COc1ccc(S(=O)(=O)N(CC(=O)Nc2ccc(S(=O)(=O)N3CCOCC3)cc2)Cc2ccc(F)cc2)cc1
    14.6µM* | 20.6µM* | 5.8%
> O=C(Nc1ccn(Cc2ccc(Cl)cc2)n1)c1ccc2c(c1)OCO2
    -6.8% | -21.9% | 0.0%
> COc1ccc(OCC(=O)NNC(=O)C2CCN(c3ncnc4sc(C)c(C)c34)CC2)cc1
    -10.6% | -21.2% | 2.6%
> C[C@@H]1O[C@@H](OC[C@H]2O[C@@H](Oc3c(-c4ccc(O)cc4)oc4cc(O)cc(O)c4c3=O)[C@H](O)[C@@H](O)[C@@H]2O)[C@H](O)[C@H](O)[C@H]1O
    -1.7% | 12.2% | .
> CCc1nc2ccc(C(=O)N3CCN(c4cc(C)ccc4C)CC3)cc2nc1CC
    ? | ? | 0.5%&2.5%
> O=C(Nc1ccncc1)c1c(F)c(F)c(F)c(F)c1F
    -29.3% | -10.1% | .
> CN(C)c1ccc(/C=C2/CCCc3c2nc2ccccc2c3C(=O)O)cc1
    -19.6% | -2.2% | .
> COc1cc2c(-c3cc(Br)ccc3O)nc3c(c(C)nn3-c3ccccc3)c2cc1OC
    -24.1% | ? | -5.7%[12.3 µM]
> COc1ccc(N2CCN(C(=O)C3CCN(C(=O)c4ccccc4Cl)CC3)CC2)cc1
    -22.1% | -14.8% | 5.5%
> CC(=O)c1cccc(NC(=O)CC2CCCC2)c1
    0.9% | 2.9% | ?
> N#CC(C(=O)CCN1C(=O)C2CC=CCC2C1=O)c1nc2ccccc2[nH]1 (configuration not stated)
    -4.8% | -5.8% | 1.1%
> CCOc1ccc2nc(SC3CC(=O)N(c4ccc(OC)cc4)C3=O)sc2c1 (configuration not stated)
    4.61µM* | 2.91µM* | 5.9%
> COC(=O)c1ccc(S(=O)(=O)N2CCC(c3nc4ccccc4o3)CC2)cc1
    -27.1% | -17.1% | 0.5%
> COC(=O)[C@H]1Cc2c([nH]c3ccccc23)CN1C(=O)COc1ccc2c(C)cc(=O)oc2c1
    ? | -28.6%[9.04 µM] | 6.2%
> CC(Oc1ccccc1)C(=O)NC1CCSc2ccccc21 (configuration not stated)
    -18.6% | -11.6% | 1.0%
> Cc1ccc(Cl)cc1N1CCN(C(=O)C2CCN(Cc3nc(-c4cccc(Cl)c4)oc3C)CC2)CC1
    14.6µM* | ? | 1.2%
> CCn1c(SCC(=O)c2[nH]c(C)c(C(C)=O)c2C)nnc1-c1ccccc1
    25.9µM* | 23.1µM* | 0.0%
> CCCN1CCN(C(=O)C2CCN(S(=O)(=O)c3ccc4c(c3)NC(=O)C(C)S4)CC2)CC1 (configuration not stated)
    ? | ? | 2.1%
> CCCCOC(=O)c1sc2nc(C)cc(C)c2c1N
    ? | ? | -8.2%

# 17 of the compounds above, with bars between the fields:
canonical_smiles | DT40 TDP1 no CPT | TDP1 cell CPT | TDP1 block
COc1ccc(OCC(=O)NNC(=O)C2CCN(c3ncnc4sc(C)c(C)c34)CC2)cc1 | -10.6% | -21.2% | 2.6%
C[C@@H]1O[C@@H](OC[C@H]2O[C@@H](Oc3c(-c4ccc(O)cc4)oc4cc(O)cc(O)c4c3=O)[C@H](O)[C@@H](O)[C@@H]2O)[C@H](O)[C@H](O)[C@H]1O | -1.7% | 12.2% | .
CCc1nc2ccc(C(=O)N3CCN(c4cc(C)ccc4C)CC3)cc2nc1CC | ? | ? | 0.5%&2.5%
O=C(Nc1ccncc1)c1c(F)c(F)c(F)c(F)c1F | -29.3% | -10.1% | .
CN(C)c1ccc(/C=C2/CCCc3c2nc2ccccc2c3C(=O)O)cc1 | -19.6% | -2.2% | .
COc1cc2c(-c3cc(Br)ccc3O)nc3c(c(C)nn3-c3ccccc3)c2cc1OC | -24.1% | ? | -5.7%[12.3 µM]
COc1ccc(N2CCN(C(=O)C3CCN(C(=O)c4ccccc4Cl)CC3)CC2)cc1 | -22.1% | -14.8% | 5.5%
CC(=O)c1cccc(NC(=O)CC2CCCC2)c1 | 0.9% | 2.9% | ?
N#CC(C(=O)CCN1C(=O)C2CC=CCC2C1=O)c1nc2ccccc2[nH]1 (configuration not stated) | -4.8% | -5.8% | 1.1%
CCOc1ccc2nc(SC3CC(=O)N(c4ccc(OC)cc4)C3=O)sc2c1 (configuration not stated) | 4.61µM* | 2.91µM* | 5.9%
COC(=O)c1ccc(S(=O)(=O)N2CCC(c3nc4ccccc4o3)CC2)cc1 | -27.1% | -17.1% | 0.5%
COC(=O)[C@H]1Cc2c([nH]c3ccccc23)CN1C(=O)COc1ccc2c(C)cc(=O)oc2c1 | ? | -28.6%[9.04 µM] | 6.2%
CC(Oc1ccccc1)C(=O)NC1CCSc2ccccc21 (configuration not stated) | -18.6% | -11.6% | 1.0%
Cc1ccc(Cl)cc1N1CCN(C(=O)C2CCN(Cc3nc(-c4cccc(Cl)c4)oc3C)CC2)CC1 | 14.6µM* | ? | 1.2%
CCn1c(SCC(=O)c2[nH]c(C)c(C(C)=O)c2C)nnc1-c1ccccc1 | 25.9µM* | 23.1µM* | 0.0%
CCCN1CCN(C(=O)C2CCN(S(=O)(=O)c3ccc4c(c3)NC(=O)C(C)S4)CC2)CC1 (configuration not stated) | ? | ? | 2.1%
CCCCOC(=O)c1sc2nc(C)cc(C)c2c1N | ? | ? | -8.2%

# Next structures:
# Fields: DT40 TDP1 no CPT | TDP1 cell CPT | TDP1 block
> O=C(NC(c1ccc(Cl)cc1)c1cnccn1)C1CCN(Cc2ccc(Oc3ccccc3)cc2)CC1 (configuration not stated)
    16.4µM* | 14.6µM* | .
> CCOc1cc(C2C(C#N)=C(N)OC(C)=C2C(C)=O)c(Br)c(Br)c1OC(C)C (configuration not stated)
    4.61µM* | 4.61µM* | 0.1%[56.1 µM]
> CCOC(=O)c1ccc(N2CCOCC2)c(NC(=O)c2ccc3c(c2)OCO3)c1
    -19.4% | -19.3% | 4.0%
> O=C(NCc1ccco1)NC(=O)c1csc([N+](=O)[O-])c1
    -0.6% | 0.8% | .
> O=S1(=O)N=C2CCCCCN2C(c2ccncc2)N1 (configuration not stated)
    -10.4% | -3.1% | -1.0%
> O=C1N/C(=C\c2ccc(O)cc2)C(=O)c2ccccc21
    7.08µM* | 3.16µM* | 10.5%
> Cc1ccc(Cl)cc1N1CCN(C(=O)CSc2cc(=O)n(C)c3ccccc23)CC1
    7.31µM* | 14.6µM* | 2.3%
> O=C(Cn1nnc(-c2cccs2)n1)NCCc1ccccc1
    -27.7% | -4.9% | 7.5%
> COc1ccc(NC(=O)CSc2nncn2C)c([N+](=O)[O-])c1
    2.8% | 0.7% | 2.0%
> COc1ccccc1NC(=O)c1cc(S(=O)(=O)N2CCC3(CC2)OCCO3)ccc1F
    -7.4% | ? | 1.0%
> OCCCNc1ncnc2c1ncn2[C@H]1CN(Cc2ccco2)C[C@@H](CO)O1
    -0.5% | 5.7% | .
> CN(CC1COc2ccccc2O1)C(=O)CSc1ncnc2sccc12 (configuration not stated)
    -10.0% | -19.8% | 2.1%
> O=C(Nc1ccc([N+](=O)[O-])cc1)Nc1ccc(N2CCOCC2)c2nonc12
    23.1µM* | 20.6µM* | 0.0%
> N/C(=N\OC(=O)c1ccc(Cl)cc1Cl)c1cccnc1
    ? | 1.6% | -2.5%
> CC(=O)O[C@H](COc1c2ccoc2cc2oc(=O)ccc12)C(C)(C)O
    -17.1% | 8.7% | 1.3%
> Cc1nnc(SCc2c(Cl)cccc2Cl)n(N)c1=O
    ? | -26.7% | 4.2%
> Cc1ccc(NC(=O)c2oc3ccc(S(=O)(=O)N4CCCCC4)cc3c2C)c(C)c1
    -21.6% | -10.6% | 5.2%
> C[C@@H]1CN([C@@H](C)CO)C(=O)CCCn2nncc2CO[C@@H]1CN(C)C(=O)Nc1ccc(C(F)(F)F)cc1
    -16.8% | -7.1% | .
